# DYRK1A inh: rat Dyrk1A kinase inhibitors, primary screen, biochemical, single point, plate reader; Dual specificity tyrosine-phosphorylation-regulated kinase 1A (Rattus norvegicus), Q63470; ADP-Glo luminescence, NFATc1 peptide; inhibition, % at 12.5 µM; 310,000 compounds, 0.43% hits; AID 504441, 2011; in the data active = inhibition above about 50%;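 also: plate controls were vehicle with enzyme for no effect and no enzyme for full effect; many of its hits are not listed in these tables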
# TRPC4 agonist: activators of mouse TRPC4 channel, primary screen, Fluo4 calcium, HEK293 TRPC4beta/mu-opioid cells. Short transient receptor potential channel 4 (Mus musculus), Q9QUQ5. Fluo4 calcium fluorescence; hits give high values. B-score at 10 µM. 310,000 compounds, 0.49% hits. AID 2237, 2010;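 active = B-score above 5 SD of library B-scores, and initial fluorescence ratio not above library mean plus 5 SD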;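 also: positive B-score marks a calcium rise read as TRPC4 activation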
#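 Assay system: HEK293 cells stably co-expressing mouse TRPC4beta and mu-opioid receptor / Timing: Fluo4 dye loading 45 min at room temperature, 110 s recording / Signal: Fluo4 calcium-sensitive dye fluorescence, kinetic, 1 Hz baseline / Read-out: integrated baseline-normalised fluorescence ratio, converted to per-well B score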
# TMEM16A act: TMEM16A chloride channel activators or potentiators, primary screen, cell-based, HTS; HEK293 TMEM16A/YFP-H148Q/I152L, iodide quench fluorescence; hits give low values; Anoctamin-1 (Mus musculus), Q8BHY3; B-score at 10 µM; 340,000 compounds, 0.3% hits;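 active = fluorescence-ratio B-score plate-corrected deviation score at least 3 library SD below zero, with starting fluorescence score within 5 deviations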;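 also: channel opened by trigger with iodide after compound preincubation; score built on the fluorescence ratio of max minus min over baseline; more negative score means more quench and so TMEM16A activation or potentiation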
# KCNK3 inh: human KCNK3 channel inhibitors, primary screen, CHO cells, FluxOR thallium flux, B-score. FluxOR fluorescence; hits give low values. 340,000 compounds, 0.84% hits. B-score at 10 µM. AID 602410, 2012;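 active = B-score under library mean minus 4 SD, starting fluorescence ratio at most library mean plus 5 SD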;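 also: more negative B-score means stronger inhibition of thallium flux through KCNK3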
# HDAC3 inh: HDAC3 deacetylase inhibitors, primary screen, biochemical, fluorescence, cell-free homogeneous. Histone deacetylase 3 (Homo sapiens), O15379. recombinant HDAC3, fluorogenic peptide/trypsin coupled. inhibition, % at 8.3 µM. 320,000 compounds, 0.15% hits. AID 2718, 2010; in the data active = inhibition above about 26%, passing the limit was not always enough; inconclusive = no clear call, values can overlap the other calls
# hERG protect: hERG rescue from dofetilide block, primary screen, cell-based, CHO-hERG, FluxOR thallium flux, dofetilide IC70 | Voltage-gated inwardly rectifying potassium channel KCNH2 (Homo sapiens), Q12809 | dofetilide IC70 present | activation (rescue from dofetilide block), less the hit threshold, % at 10 µM | 310,000 compounds, 0.51% hits;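 active = activation above the mean of controls blocked by dofetilide plus 5 SD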;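 also: thallium influx through hERG after potassium depolarization seen as dye fluorescence rise; in these data hits start at about 4.7%; inactives centre near -7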
# Target sequence (Q12809 whole entry, looked up): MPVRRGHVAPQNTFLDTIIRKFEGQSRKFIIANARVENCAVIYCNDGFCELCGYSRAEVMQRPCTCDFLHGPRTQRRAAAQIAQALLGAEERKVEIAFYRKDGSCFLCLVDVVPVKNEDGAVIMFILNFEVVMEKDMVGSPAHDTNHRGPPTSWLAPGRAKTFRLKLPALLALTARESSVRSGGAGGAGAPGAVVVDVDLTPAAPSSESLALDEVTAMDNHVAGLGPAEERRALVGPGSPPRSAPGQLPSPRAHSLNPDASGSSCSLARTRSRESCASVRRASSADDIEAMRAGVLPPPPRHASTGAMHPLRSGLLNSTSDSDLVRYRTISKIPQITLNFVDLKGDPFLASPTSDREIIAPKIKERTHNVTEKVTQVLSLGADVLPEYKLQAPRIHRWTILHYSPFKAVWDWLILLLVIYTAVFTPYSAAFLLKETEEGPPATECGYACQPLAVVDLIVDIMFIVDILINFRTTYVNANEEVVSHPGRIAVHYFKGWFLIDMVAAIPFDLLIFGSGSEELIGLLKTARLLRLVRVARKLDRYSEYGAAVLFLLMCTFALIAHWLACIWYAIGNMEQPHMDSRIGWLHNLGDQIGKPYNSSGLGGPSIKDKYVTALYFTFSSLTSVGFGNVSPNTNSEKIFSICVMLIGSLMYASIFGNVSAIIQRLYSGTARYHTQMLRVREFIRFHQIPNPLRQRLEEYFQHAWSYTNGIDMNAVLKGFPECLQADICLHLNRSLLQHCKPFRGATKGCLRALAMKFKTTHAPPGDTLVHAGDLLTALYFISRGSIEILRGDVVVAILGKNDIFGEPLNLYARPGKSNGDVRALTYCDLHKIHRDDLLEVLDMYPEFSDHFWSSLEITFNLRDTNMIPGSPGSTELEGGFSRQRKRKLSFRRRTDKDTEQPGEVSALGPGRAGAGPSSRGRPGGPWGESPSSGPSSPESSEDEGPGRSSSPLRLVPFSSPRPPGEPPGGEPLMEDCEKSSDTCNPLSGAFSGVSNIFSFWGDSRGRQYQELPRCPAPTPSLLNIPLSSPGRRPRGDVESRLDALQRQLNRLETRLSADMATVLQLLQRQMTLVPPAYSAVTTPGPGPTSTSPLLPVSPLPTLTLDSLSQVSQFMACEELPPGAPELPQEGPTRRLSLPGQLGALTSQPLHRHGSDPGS
# KCNQ1 act: potentiators or activators of KCNQ1 channel, primary screen, cell-based, thallium flux, high-throughput. B-score at 10 µM. CHO-K1 KCNQ1, thallium flux FluxOR fluorescence; hits give high values. AID 2648, 2010. 310,000 compounds, 0.35% hits. Potassium voltage-gated channel subfamily KQT member 1 (Homo sapiens), P51787;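 active = fluorescence ratio B-score, a plate-corrected score, at least three library SD, with initial intensity B-score within 5 SD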
#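 assay system = KCNQ1-transfected CHO-K1 cells | medium = assay buffer with matched DMSO | probe or stimulus = depolarizing K+/Tl+ stimulus, K2SO4 and Tl2SO4 each 12.5 mM in 5x stock | dosing = single dose | incubation = dye 90 min, compound 20 min, room temperature | detection = kinetic FluxOR fluorescence, 10 s baseline plus 110 s post-stimulus | evaluation = ratio B score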
# TRPC4 PAM: positive allosteric modulators of TRPC4, primary screen, cell-based, mouse TRPC4beta, HEK293 mu-opioid, Fluo-4 calcium. Short transient receptor potential channel 4 (Mus musculus), Q9QUQ5. B-score at 10 µM. DAMGO EC20, Fluo-4 Ca2+ flux; hits give high values. 310,000 compounds, 0.42% hits;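 active = B-score of calcium response area above 5 SD of library B-scores, with initial fluorescence ratio within 5 SD of library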;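 also: B-score of integrated fluorescence ratio over time as area under calcium response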
# KCNQ1 inh: inhibitors of human KCNQ1 channel, primary screen, cell-based, thallium flux, high-throughput | B-score at 10 µM | Potassium voltage-gated channel subfamily KQT member 1 (Homo sapiens), P51787 | CHO-K1 KCNQ1, FluxOR thallium flux fluorescence; hits give high values | 310,000 compounds, 1.3% hits;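 active = compounds whose thallium flux B-score, printed positive for inhibition, exceeds three library SD while starting fluorescence stays within three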;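 also: channel opened by potassium depolarization with thallium stimulus after 20 min compound exposure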
# ANO1 block: TMEM16A chloride channel inhibitors, primary screen, cell-based, HTS; Anoctamin-1 (Mus musculus), Q8BHY3; HEK293 TMEM16A/YFP iodide influx fluorescence, ionomycin; normalized B-score (activity score, 25-100; higher = stronger inhibition) at 10 µM; 310,000 compounds, 1.2% hits; AID 588511, 2011;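 active = ratio plate-corrected score three or more library SD toward inhibition, starting fluorescence score within five deviations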;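 also: score derived from kinetic fluorescence span divided by baseline fluorescence per well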
# KCNK9 inh: KCNK9 potassium channel inhibitors, primary screen, HEK293 cells, thallium flux; Potassium channel subfamily K member 9 (Homo sapiens), Q9NPC2; FluxOR thallium flux fluorescence; hits give low values; B-score at 10 µM; 310,000 compounds, 1.2% hits;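 active = ratio B-score over 3 SD below the library mean, with starting fluorescence within 5 SD of its mean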;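 also: negative B-score means less thallium flux so channel inhibition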
# Starred values were filed as active, the others as inactive; i = inactive; ? = inconclusive; nt = not tested or not shown.
compound,DYRK1A inh,TRPC4 agonist,TMEM16A act,KCNK3 inh,HDAC3 inh,hERG protect,KCNQ1 act,TRPC4 PAM,KCNQ1 inh,ANO1 block,KCNK9 inh
Cc1coc(NC(=O)CSc2nc(-c3ccncc3)cc(C(F)(F)F)c2C#N)n1,4,i,i,i,3,-6,i,i,i,i,i
COc1cc(NC(=O)C23CC4CC(C2)CC(n2nnc(C)n2)(C4)C3)c(OC)cc1Cl,-7,i,i,i,-8,-6,i,i,i,i,i
O=C(Nc1cccc2c1C(=O)NC2=O)c1ccccc1[N+](=O)[O-],14,i,i,i,-4,-8,i,i,i,i,i
CC(=O)OC1=Cc2c(ccc3ccc(=O)oc23)OC1(C)C,23,i,i,i,-6,-13,i,i,i,i,i
COCCNC(=O)c1ccc(-n2c(SCc3ccncc3)nc3ccccc3c2=O)cc1,5,i,i,i,-1,-19,i,i,i,i,i
O=c1cc(-c2ccco2)nc(SCc2cccc(Cl)c2)[nH]1,2,i,i,i,-8,-5,i,i,i,i,i
O=C1Nc2ccccc2C1(O)C/C(=N/O)c1ccccc1 (stereo not drawn),0,i,i,i,0,-5,i,i,i,i,i
COC(Cn1c(C)c(C(C)=O)c(C(C)=O)c1C)OC,2,i,i,i,0,-8,i,i,i,i,i
COc1ccc(C(=O)NCCNc2ccc([N+](=O)[O-])cc2)cc1OC,-4,i,i,i,12,-9,i,i,i,i,i
CCC(C)NC(=O)COCc1cc(-c2ccc3c(c2)OCO3)on1 (stereo not drawn),4,i,i,i,-2,-5,i,i,i,i,i
COC(=O)c1sc2nc(CN3CCN(c4ccc(OC)cc4)CC3)[nH]c(=O)c2c1C,-2,i,i,i,-3,1,i,i,i,i,i
COc1cc2nc(NC(=O)c3ccco3)sc(=O)c2cc1OC,-3,i,i,i,3,-10,i,i,i,i,i
Cc1ccnc(NC(=O)c2ccc([N+](=O)[O-])o2)c1,9,i,i,i,4,-11,i,i,i,i,i
CC(C)c1ccc(OCCCN2CCCC2)cc1,-1,i,i,i,0,-10,i,i,i,i,i
COc1ccc(CNC(=S)Nc2cc(OC)ccc2OC)cc1,-4,i,i,i,-5,-5,i,i,i,i,i
CCC(=O)Nc1c2c(nn1-c1ccc(OC)cc1)CS(=O)C2 (stereo not drawn),7,i,i,i,-3,-5,i,i,i,i,i
CCC(C)(C)NC(=O)CN(C(=O)C(=O)Nc1ccc2c(c1)OCCO2)C1CC1,4,i,i,i,2,-4,i,i,i,i,i
Cc1ccc(NC(=S)NC(=O)c2ccc(-c3ccccc3)cc2)cc1,-8,i,i,i,0,-1,i,i,i,i,i
COc1ccc(C(=O)CSc2nc3[nH]ncc3c(=O)[nH]2)cc1,6,i,i,i,2,-16,i,i,i,i,i
O=C(Nc1ccc(F)cc1F)N1CCN(C/C=C/c2ccccc2)CC1,0,i,i,i,2,-5,i,i,i,i,i
O=C(CCC(=O)Nc1ccccc1Cl)N/N=C/c1ccccc1,0,i,i,i,6,-6,i,i,i,i,i
CC1(C)C2CC=C(/C=N/NC(=O)c3ccc(O)cc3)C1C2 (stereo not drawn),7,i,i,i,1,-9,i,i,i,i,i
COc1ccc(NC(=O)CN(C)C(=O)CNC(=O)C2CCCCC2)cc1,-1,i,i,i,3,-6,i,i,i,i,i
COc1ccc(-c2cc(C(F)F)n3ncc(C(=O)N4CCN(C)CC4)c3n2)cc1,1,i,i,i,-8,-8,i,i,i,i,i
COC(=O)Cc1c(C)nc2nc(-c3ccco3)[nH]n2c1=O,-8,i,i,i,-4,-6,i,i,i,i,i
CC1CCN(CCc2nc3cc(NC(=O)COc4ccc([N+](=O)[O-])cc4)ccc3n2C)CC1,nt,i,i,i,3,-8,i,i,i,i,i
CC1c2c([nH]c3ccccc23)CCC1C(=O)O (stereo not drawn),-2,i,i,i,nt,-3,i,i,i,i,i
COC(C[C@H](O)CC(=O)[C@H](C)OCc1ccccc1)OC,43,i,i,i,nt,-4,i,i,i,nt,i
Cn1c(Cn2c(=O)sc3ccccc32)nnc1SCC(=O)Nc1cccc(F)c1,-4,nt,i,i,6,nt,nt,nt,nt,i,nt
CCOC(=O)NC(=O)CN1C(=O)NC(C)(c2ccccc2)C1=O (stereo not drawn),-3,nt,i,i,-12,nt,nt,nt,nt,i,nt
Cn1nccc1C(=O)N1CCCC(C(=O)c2cccc3ccccc23)C1 (stereo not drawn),7,i,i,i,-5,-4,i,i,i,i,i
O=C(NCC1CCCO1)c1cc(C(=O)c2ccc(Cl)cc2Cl)c[nH]1 (stereo not drawn),2,i,i,i,1,-4,i,i,i,i,i
COc1ccc(NC(=O)/C=C/c2cc(Br)ccc2OC)cc1,-2,i,i,i,-5,-5,i,i,i,i,i
Cc1cc(=O)n2[nH]cc(C(=O)O)c2n1,1,i,i,i,-9,-1,i,i,i,i,i
O=C(O)c1ccc(NS(=O)(=O)c2ccc(NC(=O)c3ccccc3Cl)cc2)cc1,-8,i,i,i,0,-6,i,i,i,i,i
Cc1cccc(N(Cc2cc3ccc(C)cc3[nH]c2=O)C(=O)c2ccco2)c1,5,i,i,i,-1,-6,i,i,i,i,i
CCOc1ccc(NC(=O)CN(C)C(=O)c2c(C)nn(-c3ccc(F)cc3)c2Cl)cc1OCC,0,i,i,i,8,-18,i,i,i,i,i
CCOCCc1nn2c(=O)cc(CSCC(=O)Nc3cccc(C)c3C)nc2s1,-3,i,i,i,-1,-8,i,i,i,i,i
O=C(NCc1ccccc1)c1cccc(COc2cccc(Cl)c2)c1,nt,i,i,-11*,0,-20,i,i,8*,i,i
Cc1ccc(Nc2cc(C)nc(-c3ccccc3O)n2)cc1,7,i,i,i,-6,-7,i,i,i,i,i
O=c1oc2ccccc2cc1-c1csc(Cc2nc(-c3ccc(Br)cc3)cs2)n1,9,i,i,i,-9,-7,i,i,i,i,i
COCC(C)N=C1NN=C(c2ccc(NC(C)=O)cc2)CS1 (stereo not drawn),nt,i,i,i,8,-18,i,i,i,i,i
CC1CC(C)CN(C(=O)CCC(=O)Nc2nnc(C3CCCCC3)s2)C1 (stereo not drawn),-4,i,i,i,-2,-6,i,i,i,i,i
COc1ccc(NC(=O)CC(c2ccco2)C(C)C)cc1 (stereo not drawn),nt,i,i,i,0,-4,i,i,i,i,i
CCCCCCN1C2=NCCCN2c2ccccc21,4,i,i,i,0,-13,i,i,i,i,i
CCN1CCCC1CNC(=O)C1CCN(C(=O)c2cc3sccc3n2Cc2ccc(F)cc2)CC1 (stereo not drawn),8,i,i,i,7,-10,i,i,i,i,i
CCn1cnc2c1c(=O)n(CC(=O)O)c(=O)n2Cc1ccccc1,12,i,i,i,-2,-2,i,i,i,i,i
CC(=O)Nc1ccc(NC(=O)CSc2cn(CC(=O)N3CCOCC3)c3ccccc23)cc1,nt,i,i,i,8,-9,i,i,i,i,i
Cc1nnc(NC(=O)CSc2nc3c(c(=O)n(C)c(=O)n3C)n2C(C)C)s1,-2,i,i,i,-5,-9,i,i,i,i,i
O=C1c2ccccc2C(=O)N1CCCc1nc2ccccc2c(=O)n1-c1cccnc1,nt,i,nt,nt,-4,-17,i,i,i,i,i
CSCCC(NC(=O)c1cc([N+](=O)[O-])cc([N+](=O)[O-])c1)c1nc2ccccc2[nH]1 (stereo not drawn),-3,i,i,i,-1,-3,i,i,i,i,i
O=C1NCCn2nc3ccccc3c21,27,nt,i,i,-16,nt,nt,nt,nt,i,nt
Cc1ccc(-n2nnnc2SCC(=O)c2cc(C)n(-c3cc(C)on3)c2C)c(C)c1,-1,i,i,i,-5,-7,i,i,i,i,i
CN(c1ccc(O)cc1)c1nc(-c2ccccc2)cs1,11,nt,i,i,-3,nt,nt,nt,nt,i,nt
COc1ccc(C(=O)OCCc2ccc(O)cc2)cc1,18,i,i,i,3,-7,i,i,i,25*,i
O=C(O)CNC(=O)c1ccc(N2CCOCC2)cc1[N+](=O)[O-],-5,i,i,i,-1,-17,i,i,i,i,i

# The results go on.
compound,DYRK1A inh,TRPC4 agonist,TMEM16A act,KCNK3 inh,HDAC3 inh,hERG protect,KCNQ1 act,TRPC4 PAM,KCNQ1 inh,ANO1 block,KCNK9 inh
CN(C)C(=O)c1cc([N+](=O)[O-])cc([N+](=O)[O-])c1N(C)C,1,i,i,i,1,-12,i,i,i,i,i
CCOC(=O)c1sc2nc(SCC(=O)N(CC)CC)n(CCCN3CCCC3=O)c(=O)c2c1C,6,i,i,i,-3,-13,i,i,i,i,i
CCN1/C(=C2\OC(=S)N(C)C2=O)Sc2ccccc21,-5,i,i,i,-3,-4,i,i,i,i,i
CC(=O)Nc1ccc(S(=O)(=O)N2CCN(C(=O)c3ncoc3-c3ccccc3F)CC2)cc1,-1,i,i,i,-2,-5,i,i,i,i,i
Cc1ccc(Cl)cc1N1CCN(S(C)(=O)=O)CC1,4,i,i,i,-6,-1,i,i,i,i,i
N#CC1(NC(=O)COC(=O)c2nccnc2N)CCCCC1,12,i,i,i,-22,-9,i,i,i,i,i
CCOC(=O)C1CCCN(C(=O)c2ccc(C)c(NC(=O)C3=C(C)OCCS3)c2)C1 (stereo not drawn),nt,i,i,i,?,-6,i,i,i,i,i
CCC(C(=O)NCCCN1CC(C)CC(C)C1)n1nc(C)c2sc3ccccc3c2c1=O (stereo not drawn),-1,i,i,i,-1,-5,i,i,i,i,i

# Source: PubChem

# Some of the compounds tested; count on the stated rates, not on these rows.
